# Arrestin-AP2 inh – inhibitors of beta-arrestin/AP2 binding, primary screen, biochemical, GPCR trafficking, flow cytometry | FITC-arrestin peptide / GST-AP2 beads; AP2 beta2 appendage carries R879A mutation | AID 504490, 2011 | actives 0.31% (n = 340,000) | beta-arrestin 1 C-terminal peptide binding to AP2 beta2-adaptin appendage (human) | inhibition, % at 10 µM;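 active = inhibition above a set limit, near 3 SD of compounds lacking own fluorescence, cut at about 54% in these data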;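 also: plate controls were DMSO wells for no effect and 5 µM unlabelled arrestin peptide for full effect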
#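 System: GST-tagged AP2 beta2-adaptin appendage (R879A) on 4 µm glutathione beads / Reagent: FITC-arrestin peptide, 50 nM / Detection: HyperCyt-sampled flow cytometry, FL1 channel, ex 488/em 535 nm / Timing: 12 min plus 1 h, RT / Buffer or medium: PBS plus Tween 20 (0.05%) and BSA (0.1%)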
# Wnt bcat act – Wnt/beta-catenin pathway activators, primary screen, cell-based, plate reader, single point; activation, % at 9.35 µM; actives 1.2% (n = 300,000); Wnt/beta-catenin reporter cell assay, activator; in the data active = activation above about 30%, passing the limit was not always enough;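 also: 0% = neutral control wells and 100% = positive control wells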
# DSG3 Ab inh – inhibitors of pemphigus antibody binding to DSG3, primary screen, biochemical, bead-based, flow cytometry, scFv-GFP. Desmoglein-3 (Homo sapiens), P32926. DSG3-coupled beads, scFv-anti-DSG3-GFP binding; hits give low values. binding (percent of control), % at 10 µM. actives 0.48% (n = 310,000);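 active = binding more than 3 SD below its plate's average and above zero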;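 also: hits lower antibody fragment binding to DSG3; some compounds called inactive have numbers as strong as hits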
# Cardiac RTF inh – cardiac RTF calcium sensitivity inhibitors, primary screen, biochemical, IANBD-TnC fluorescence, EC70 calcium; inhibition, % at 7.15 µM; actives 0.12% (n = 340,000); IANBD-labeled cardiac RTF, Ca2+ fluorescence; AID 493244, 2011;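 active = inhibition above the mean inhibition of all tested compounds plus 3 SD, cut at about 17% in these data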;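 also: assay run at fixed EC70 calcium of 1.6 mM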
# V-ATPase pH – regulators of yeast V-ATPase proton pumping, primary screen, pHLuorin cytosolic pH fluorescence; S. cerevisiae; response, % at 10 µM; actives 0.37% (n = 350,000); AID 504577, 2011; in the data active = response mostly above about 7.3%, no sharp cut-off; inactive = mostly below about 5.4%; also: actives read high; inactives centre near 0; some compounds called inactive have numbers as strong as hits; reference of the scale not given here
# Keap1 Nrf2 FP – Keap1-Nrf2 protein-protein interaction inhibitors, primary screen, biochemical, fluorescence polarization, single point | Kelch-like ECH-associated protein 1 (Homo sapiens), Q14145 | Keap1 Kelch-Nrf2 peptide fluorescence polarization, 1536-well | inhibition, % at 9.4 µM | actives 0.15% (n = 340,000) | AID 504523, 2011; in the data active = inhibition above about 12%;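 also: human Keap1 Kelch domain with fluorescein labeled Nrf2 9mer peptide probe; 0% = neutral control wells and 100% = peptide positive control; higher means more block of Keap1 binding to Nrf2 peptide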
# OPRM1-OPRD1 inv – inverse agonists of MOR-DOR heterodimerization, primary screen, cell-based, luminescence | Mu-type opioid receptor (Homo sapiens) + Delta-type opioid receptor (Homo sapiens), … | cell-based MOR-DOR heterodimer luminescence, inverse agonism | inhibition, % at 9.3 µM | actives 0.21% (n = 340,000) | AID 504357, 2011; in the data active = inhibition above about 22%, passing the limit was not always enough;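 also: 0% = cells with DMSO and 100% = wells without cells with DMSO; values of inactives mirror those of a sister screen read the other way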
# Target sequence (P35372 whole entry, looked up): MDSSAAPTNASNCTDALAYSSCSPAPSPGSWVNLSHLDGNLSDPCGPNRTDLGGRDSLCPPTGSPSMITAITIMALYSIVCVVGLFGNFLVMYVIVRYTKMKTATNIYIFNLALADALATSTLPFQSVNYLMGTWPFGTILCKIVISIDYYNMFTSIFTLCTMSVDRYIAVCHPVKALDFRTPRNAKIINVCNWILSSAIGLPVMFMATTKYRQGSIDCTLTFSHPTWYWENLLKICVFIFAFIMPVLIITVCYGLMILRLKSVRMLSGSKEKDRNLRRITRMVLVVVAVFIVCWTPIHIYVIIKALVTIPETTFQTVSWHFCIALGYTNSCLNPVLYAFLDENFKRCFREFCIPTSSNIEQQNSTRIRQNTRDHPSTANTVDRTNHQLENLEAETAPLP
# Target sequence (P41143 whole entry, looked up): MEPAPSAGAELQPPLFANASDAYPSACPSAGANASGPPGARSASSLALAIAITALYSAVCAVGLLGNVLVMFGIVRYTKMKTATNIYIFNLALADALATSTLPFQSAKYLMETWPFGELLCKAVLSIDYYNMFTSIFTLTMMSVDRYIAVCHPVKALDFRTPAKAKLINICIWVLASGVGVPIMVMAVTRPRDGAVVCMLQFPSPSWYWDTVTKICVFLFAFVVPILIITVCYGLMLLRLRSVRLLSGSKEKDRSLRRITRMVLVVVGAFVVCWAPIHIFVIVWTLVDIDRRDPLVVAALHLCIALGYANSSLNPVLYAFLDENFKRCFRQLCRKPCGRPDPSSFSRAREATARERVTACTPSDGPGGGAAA
# OPRM1-OPRD1 ag – agonists of OPRM1-OPRD1 heterodimerization, primary screen, cell-based, luminescence; actives 0.3% (n = 340,000); Mu-type opioid receptor (Homo sapiens) + Delta-type opioid receptor (Homo sapiens), …; activation, % at 9.3 µM; cells; in the data active = activation above about 18%;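 also: 0% = vehicle-treated cells and 100% = reference agonist; values of inactives mirror those of a sister screen read the other way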
# LANA DNA inh – inhibitors of KSHV C-LANA binding to DNA, primary screen, biochemical, fluorescence polarization, FAM-LBS DNA, MBP-C-LANA, single point; Kaposi's sarcoma herpesvirus LANA C-terminal domain (residues 932-1162) DNA binding; inhibition, % at 9 µM; actives 0.078% (n = 340,000);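 active = highest replicate inhibition at or above 60% at 9 µM, even if other replicates fall short; inactive = all replicates below 60% inhibition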;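 also: 0% = neutral control wells and 100% = 4 µM acridine orange control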
# cardiac RTF act – cardiac RTF calcium sensitivity activators, primary screen, biochemical, IANBD-TnC fluorescence, EC20 calcium. activation, % at 7.2 µM. IANBD-labeled TnC RTF fluorescence at EC20 calcium; 0% EC20 calcium, 100% full calcium. actives 0.24% (n = 340,000);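 active = activation above the mean over all tested compounds plus 3 SD, cut at about 30% in these data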;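 also: rise in fluorescence read as greater calcium sensitivity of cardiac thin filaments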
# * marks the source's active call; other numbers are inactive results; nt = not tested or not shown. Random draw from the library. Share with any hit: about 3.1%.
SMILES,Arrestin-AP2 inh,Wnt bcat act,DSG3 Ab inh,Cardiac RTF inh,V-ATPase pH,Keap1 Nrf2 FP,OPRM1-OPRD1 inv,OPRM1-OPRD1 ag,LANA DNA inh,cardiac RTF act
CCOC(=O)Cc1csc(NC(=O)CCc2ccc(S(=O)(=O)N3CCOCC3)cc2)n1,-50,-2,99,-7,2,0,5,-0.8,1.0,3
Cc1cccc(NC(=O)c2cc(NC(=O)CCCC(=O)O)ccc2Cl)n1,5,nt,101,-1,-2,-1,22,-4.0,-0.2,-5
Oc1ccccc1-c1nc2c3ccccc3c3ccccc3c2[nH]1,3,-1,98,4,2,5,-30,6.5,-2.6,-4
CCC1CCCCN1Cc1nc2ccccc2c(=O)n1CC(C)=O (centres undefined),14,-4,103,2,1,2,8,-1.4,-1.4,-4
COc1ccc(C(C(=O)NC2CCCCC2)N(C(=O)Cc2c[nH]c3ccccc23)c2ccccc2C)cc1OC (centres undefined),7,0,nt,-8,1,-8,9,-1.6,-0.2,10
COc1cc(C2=NOC(C(=O)Nc3c(C)n(C)n(-c4ccccc4)c3=O)C2)cc(OC)c1OC (centres undefined),-3,0,80,6,-3,0,13,-2.6,0.1,-2
Cc1ccc(S(=O)(=O)NCc2ccc(C(=O)NCCCN3CCC(Cc4ccccc4)CC3)cc2)cc1,4,1,102,-7,-3,-2,-1,0.1,1.1,-1
COc1ccccc1NC(=O)CN(c1ccccc1OC)S(=O)(=O)c1ccccc1,50,6,110,-4,2,-4,2,-0.5,-0.6,-1
Nc1ccn(CC(=O)NCCCc2ccccc2)c(=O)n1,7,3,106,4,2,-6,14,-2.5,-2.8,12
COc1ccc([C@H]2CC(=O)C=C(c3cc(Cl)cc(Cl)c3)C2)cc1,-1,-4,95,4,-4,-7,3,-0.5,-0.5,-1
O=C(CSc1nc2ccccc2s1)Nn1cnnc1,15,nt,108,6,-3,0,11,-2.0,-1.1,3
COc1ccc(NC(=O)Cn2c(C(C)C)nc(C)cc2=O)cc1Cl,4,-1,94,-3,-1,-1,10,-2.0,0.4,2
N#Cc1c(NC(=O)c2ccccc2Cl)n(Cc2ccccc2)c2nc3ccccc3nc12,-5,0,98,-6,4,-8,-45,7.3,0.4,-5
CCn1c(SCC(=O)Nc2ccccc2Br)nnc1-c1cnccn1,-7,1,72,3,2,-6,9,-1.7,2.8,0
O=C(NCc1cccs1)c1ccccc1C(=O)NCc1cccs1,-2,0,110,1,0,-5,3,-0.7,-0.1,-4
CCC1(C)N=C(c2ccc3c(c2)OCO3)CC(c2ccccc2O)N1 (centres undefined),-4,14,97,-4,1,-3,-8,1.4,0.7,1
COc1ccc2cc(C)c3nnc(SCC(=O)Nc4cc(OC)c(OC)cc4C(=O)O)n3c2c1,31,0,105,1,0,4,14,-2.9,1.3,-2
COc1ccc(C(CNC(=O)COc2ccccc2)N2CCOCC2)cc1 (centres undefined),-1,-4,114,-19,-1,-7,14,-2.6,-0.9,8
CCOc1cc(S(=O)(=O)NCc2ccco2)c(OCC)cc1-n1cnnn1,1,0,93,-22,-2,-6,0,0.1,-3.0,9
COC(=O)c1ccccc1-n1c(CCC(=O)O)ccc1-c1ccc(F)cc1,2,-1,100,-4,-1,-4,9,-1.8,1.3,-1
COc1ccc(C(=O)C2CCN(C(=S)Nc3ccc(F)cc3)CC2)cc1,25,-1,104,-3,5,0,5,-1.0,-0.2,3
CC(C)c1ccc(NC(=O)COC(=O)/C=C/c2cccc(Br)c2)cc1,6,6,91,3,-2,-4,-35,5.8,0.7,5
COc1cc2c(-c3ccc4cc[nH]c4c3)c(-c3ccc(C#N)cc3)oc(=O)c2cc1OC,-8,3,101,-2,-2,-3,11,-2.0,-1.6,1
Cc1cc(C2N=C(N)Nc3nc4ccccc4n32)c(C)n1-c1ccccc1Cl (centres undefined),-12,nt,115,1,-1,1,-52,9.3,-0.4,-5
O=C(Nc1ccncc1)c1cc2ccccc2cc1O,2,47*,87,4,3,-5,-36,6.6,1.2,-6
OCCC1CN(Cc2cccn2-c2nccs2)CCN1CCc1ccccc1 (centres undefined),-11,0,101,3,-3,2,-5,1.0,1.4,1
CC12CC(c3ccccc3O1)N(C(=O)c1ccco1)C(=O)N2c1ccccc1 (centres undefined),18,nt,98,1,-2,1,13,-2.8,0.4,-7
CCCCN(C(=O)c1cccc(-n2cccc2)c1)c1c(N)n(CCCC)c(=O)[nH]c1=O,3,-5,105,-9,1,-3,0,0.1,4.0,2
CCC(Sc1ccccc1C(=O)O)C(=O)O (centres undefined),16,4,nt,-19,2,0,9,-1.6,0.2,-7
Fc1ccccc1-c1[nH]ncc1-c1nnnn1-c1ccccc1,7,-4,102,nt,2,1,nt,nt,-1.8,nt
N#C/C(=C(/O)CSc1ccccc1C(=O)O)c1nc2ccccc2s1,7,nt,101,-5,-1,-5,7,-1.5,0.1,2
Cc1ccc(C)c(C(C)NC(=O)c2ccncc2)c1 (centres undefined),-7,2,103,-2,-78,4,6,-1.1,0.7,-3
COCCNC(=O)C(C)Oc1ccccc1 (centres undefined),4,-5,99,5,5,2,11,-2.2,-0.8,-3
COc1cccc(CN2CC(C(=O)NCc3cccc(Cl)c3)CCC2=O)c1 (centres undefined),-8,-2,99,-7,4,-7,8,-1.5,0.5,-6
CCOC(=O)CNS(=O)(=O)CCN1C(=O)c2ccccc2C1=O,6,2,102,-9,1,2,0,-0.1,1.6,-1
O=C(CNS(=O)(=O)c1ccccc1F)Nc1ccc(N2CCOCC2)cc1,-2,nt,nt,1,-2,-3,15,-3.0,0.1,1
Cc1ccccc1/C=C\c1nc(O)c([N+](=O)[O-])c(=O)[nH]1,3,0,96,-6,-3,-4,9,-2.1,-0.5,2
CC(C)Nc1nc(Cl)nc(NCCOc2ccccc2)n1,3,7,87,1,0,-5,3,-0.6,1.3,0
CCN(CC)CCNC(=O)c1cn(C)c2ccc(S(=O)(=O)N(C)C3CCCCC3)cc2c1=O,21,9,93,-6,-1,3,4,-0.8,-6.0,-4
O=C1N[C@@H](c2ccccc2)COC(=O)[C@H](Cc2ccc(F)cc2)CC/C=C/C[C@@H]1CC(=O)N(CCO)Cc1ccccc1,15,-3,94,5,-5,-3,2,-0.3,-0.8,3
CCOC(=O)COc1ccc(Br)cc1/C=C\c1[nH]c(=O)[nH]c(=O)c1[N+](=O)[O-],6,-2,99,0,-1,-1,6,-1.1,0.0,7
CCCC(C)C(=O)Nc1ccc(S(=O)(=O)Nc2nccc(C)n2)cc1 (centres undefined),-14,-2,100,nt,-1,-1,nt,nt,0.2,nt
C=CCC1NS(=O)(=O)OC2CCCC12 (centres undefined),5,-5,102,4,3,-4,-8,1.4,0.6,6
CCC(C(=O)O)n1nnc(-c2ccc(-c3ccc(OC)cc3)cc2)n1 (centres undefined),30,nt,97,-3,5,3,6,-1.1,-1.7,-6
CCOc1ccc(CC2CCC(=O)NC2=O)cc1 (centres undefined),-3,0,99,6,-2,-5,0,0.0,0.7,-4
CCCN(C(=O)CCl)C1=CCCCC1,-7,-3,98,1,-2,2,14,-3.0,1.5,0
CN(C(=O)c1ccc(NC(=O)Cc2cccc(NC(=O)C3CCCN(C(=O)C4CCCC4)C3)c2)cc1)C1CC1 (centres undefined),3,-1,100,-2,-1,-2,11,-2.4,-0.5,-2
O=S(=O)(Nc1nc(SCc2ccc(Cl)cc2)n[nH]1)c1ccc(F)cc1,-4,1,95,nt,-1,0,nt,nt,1.9,nt
CCCCNC(=O)CC(C(=O)N1CCc2ccccc21)n1ccnc1 (centres undefined),16,nt,96,-3,3,3,-9,1.6,1.5,-6
CC1(C)Cc2ccccc2-c2nc(CN3CCOCC3)[nH]c(=O)c21,4,nt,104,0,1,-3,5,-1.0,1.7,-2

# 2 compounds drawn at random from the list so far, as already listed:
SMILES,Arrestin-AP2 inh,Wnt bcat act,DSG3 Ab inh,Cardiac RTF inh,V-ATPase pH,Keap1 Nrf2 FP,OPRM1-OPRD1 inv,OPRM1-OPRD1 ag,LANA DNA inh,cardiac RTF act
CCOc1ccc(CC2CCC(=O)NC2=O)cc1 (centres undefined),-3,0,99,6,-2,-5,0,0.0,0.7,-4
CCCCNC(=O)CC(C(=O)N1CCc2ccccc21)n1ccnc1 (centres undefined),16,nt,96,-3,3,3,-9,1.6,1.5,-6

# The listing continues:
SMILES,Arrestin-AP2 inh,Wnt bcat act,DSG3 Ab inh,Cardiac RTF inh,V-ATPase pH,Keap1 Nrf2 FP,OPRM1-OPRD1 inv,OPRM1-OPRD1 ag,LANA DNA inh,cardiac RTF act
O=C(CN1C(=O)c2ccc([N+](=O)[O-])cc2C1=O)NCc1ccco1,11,-1,104,-4,-1,2,5,-0.9,0.7,-2
CCCn1cc(S(=O)(=O)CC(=O)NC2CCCCC2)c2ccccc21,-4,6,119,-8,1,-3,-4,0.6,0.4,-11
Cc1c(C(=O)NC2CCCc3ccccc32)oc2ccc(S(=O)(=O)N3CCOCC3)cc12 (centres undefined),9,-5,nt,-10,6,-2,2,-0.4,0.6,4
COc1ccc(NC(=O)COC(=O)c2c3c(nc4ccccc24)CCCC3)cc1,0,16,nt,-8,-1,-3,11,-2.1,-0.7,2
COC(=O)[C@@H](NC(=O)Nc1ccc2c(c1)OCCO2)C(C)C,25,nt,113,-4,0,0,13,-2.4,0.3,-6
Cc1ccc2oc(C(=O)NCc3ncc(C)[nH]3)c(C)c2c1,-9,-2,108,1,1,-2,6,-1.2,-2.0,-6
COc1cccc(OC)c1C(=O)N1CCN(Cc2ccccc2C)CC1,-2,-3,105,-1,-5,0,12,-2.9,0.8,-1
CC1CCc2c(sc(NC(=O)COC(=O)c3ccc(NC(=O)CC#N)cc3)c2C#N)C1 (centres undefined),25,-3,99,-14,0,-5,-4,0.7,-0.9,-22
C#CCOC(=O)/C(=C/C=C/c1ccccc1)NC(=O)c1ccccc1,-6,nt,106,-11,-2,-4,16,-3.1,2.5,-3
CCC1=C(c2ccc(C)cc2)S(=O)(=O)N=C1N1CCC(C(=O)NCCCN2CCCCC2C)CC1 (centres undefined),-16,-1,111,-4,4,-1,13,-2.4,1.0,-3
CC(Oc1ccc(Cl)cc1Cl)C(=O)NC1CCSC1=O (centres undefined),2,nt,111,1,-67,-5,7,-1.5,-0.4,-5

# Screening results deposited in PubChem by several laboratories.
